High-throughput results from PubChem BioAssay.
aSyn yeast inh: alpha-synuclein toxicity inhibition in yeast; Yeast expressing alpha-synuclein, growth rescue, BacTiter-Glo, 24 h; Potency, µM (titrated, usually from 46.1 µM), inactives show top-dose growth rescue (activation), hits mostly activators; hit rate 0.14% among 370,000; note: potency is the fitted concentration of half-maximal effect; % of control where 0% means no effect; nearly all actives have a fitted effect of over 65% in size
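Readout is rescue of growth in alpha-synuclein-expressing yeast, so inhibitors of toxicity appear as activators. Growth after 24 hr at 30 deg C in galactose medium is quantified by luminescence.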
TDP43 rescue: inhibitors of TDP-43 toxicity in yeast. hit rate 1.8% among 410,000. Potency, µM (series often up to 46.1 µM), without a hit: top-dose growth rescue (activation), most hits filed as activators. TDP-43 expressing yeast growth rescue, BacTiter-Glo, 24 h; note: potency is the fitted concentration of half-maximal effect; % of control where 0% means no effect; nearly all actives have a fitted effect of over 50% in size
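Readout is BacTiter-Glo luminescence of cell growth, so inhibitors register as activators. TDP-43-expressing yeast at OD600=0.02 in galactose medium, after raffinose pregrowth to mid-log, were incubated with compound for 24 hr at 30 deg C.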
Akt phos inh: Akt phosphorylation inhibition; Neuro2A IGF-stimulated pAkt S473 HTRF, 20 min; active compounds read low; activity change, % for hits at 50 µM; hit rate 0.32% among 360,000; AID 651550; in the data active = activity change below about -80%; inconclusive = mostly about -51% to -80%; note: % is set by controls: 0 for no effect and ±100 for the full control effect
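Single-point screen (50 µM final compound) in Neuro2A cells stimulated 20 min with 6 nM IGF at 37 deg C. After lysis, Ser473-phosphorylated Akt read by HTRF (ex 330 nm, em 615/665 nm) as the 665/615 ratio.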
HEK293 tox: cytotoxicity counter-screen for GLP-1 receptor inverse agonists. AID 624418. hit rate 0.13% among 410,000. Potency, µM (highest dose often 38.3 µM), for the others: at the highest dose activity change, negative = inhibition, actives largely listed as inhibitors. HEK293 cAMP-luciferase reporter cells, luminescence, 24 h;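 note: loss of luciferase light is scored as toxicity; potency is the fitted concentration of half-maximal effect; % is set by controls: 0 for no effect and ±100 for the full control effect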
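A 23 nL compound transfer followed 12 hours of cell culture at 37 deg C; exposure then lasted 24 hr. Luciferase assay detection reagent was dispensed and plates read for luminescence after a 12 min room-temperature wait.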
GLP-1R inv ag: acts as inverse agonist at human GLP-1 receptor; hit rate 1.6% among 410,000; AID 624417; Potency, µM (doses to about 38.3 µM), for the others: at the highest dose activity change, negative = inhibition, usual class: inhibitors; HEK293 GLP-1R CRE-luciferase, luminescence, 24 h; GLP-1R form is constitutively active; P43220; note: potency is the fitted concentration of half-maximal effect; % is set by controls: 0 for no effect and ±100 for the full control effect; nearly all actives have a fitted effect of over 55% in size
Target sequence (P43220 whole entry, looked up): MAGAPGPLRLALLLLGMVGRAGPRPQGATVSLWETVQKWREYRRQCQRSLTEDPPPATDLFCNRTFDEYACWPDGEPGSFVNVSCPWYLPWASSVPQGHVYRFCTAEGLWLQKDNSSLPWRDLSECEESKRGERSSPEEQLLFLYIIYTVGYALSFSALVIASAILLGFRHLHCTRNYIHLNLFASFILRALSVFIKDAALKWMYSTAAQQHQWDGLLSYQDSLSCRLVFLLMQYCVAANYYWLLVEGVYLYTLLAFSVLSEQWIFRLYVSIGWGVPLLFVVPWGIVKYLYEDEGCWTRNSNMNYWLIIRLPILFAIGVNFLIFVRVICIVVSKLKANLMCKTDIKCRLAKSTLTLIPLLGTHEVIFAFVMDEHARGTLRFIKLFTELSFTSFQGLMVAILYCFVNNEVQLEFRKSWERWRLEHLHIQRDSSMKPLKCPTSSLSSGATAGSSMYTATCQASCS
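Seeding at 200 cells/uL, 12 h culture, 24 hr compound treatment, then luciferase reagent and a luminescence read; cells are HEK293 stably expressing a constitutively active GLP-1R plus cAMP-responsive luciferase.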
PTHR1 ag: PTHR1 (human) receptor agonism | hit rate 0.075% among 410,000 | Potency, µM (series often up to 115 µM), inactives show at the top dose activation, hits mostly activators | HEK293 GP2 PTHR1 cells, GloSensor cAMP luminescence, 1 h | Q03431 | AID 743266; note: potency is the fitted concentration of half-maximal effect; nearly all actives have a fitted effect of over 55% in size; some results filed as inactive show a strong effect at the top dose; inactives centre near -15; many of its hits are not listed in these tables
Target sequence (Q03431 whole entry, looked up): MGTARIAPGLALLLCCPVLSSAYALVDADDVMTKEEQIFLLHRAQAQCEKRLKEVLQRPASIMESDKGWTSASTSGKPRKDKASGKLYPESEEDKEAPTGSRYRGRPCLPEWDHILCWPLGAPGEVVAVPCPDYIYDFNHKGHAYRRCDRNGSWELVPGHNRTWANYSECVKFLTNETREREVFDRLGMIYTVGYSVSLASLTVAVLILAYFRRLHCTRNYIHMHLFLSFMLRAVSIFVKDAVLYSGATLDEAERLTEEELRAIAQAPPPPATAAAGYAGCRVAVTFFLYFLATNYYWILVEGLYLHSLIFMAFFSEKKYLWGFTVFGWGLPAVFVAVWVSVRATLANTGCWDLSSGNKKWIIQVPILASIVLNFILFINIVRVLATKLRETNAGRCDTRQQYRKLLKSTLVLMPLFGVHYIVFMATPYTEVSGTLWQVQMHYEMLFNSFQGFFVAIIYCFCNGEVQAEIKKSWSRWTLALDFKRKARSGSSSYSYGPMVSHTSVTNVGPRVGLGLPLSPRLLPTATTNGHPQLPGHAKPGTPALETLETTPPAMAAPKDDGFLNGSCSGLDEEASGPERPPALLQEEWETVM
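HEK-293-derived GP2 cells expressing PTHR1 and a GloSensor cAMP reporter, 3,000/well, plated overnight, given luciferin plus IBMX (each 0.5 mM as added) for 1 h at 37 °C, then compound for 1 h at 37 °C. Luminescence was read after 15 min at room temperature.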
Abeta yeast res: A-beta toxicity reversal in yeast; yeast expressing A-beta42, growth rescue, OD600, 48 h; response scale: 0% DMSO, 100% iron-clioquinol control; Potency, µM (doses to about 46.1 µM), without a hit: top-dose growth rescue, most hits filed as activators; AID 1347071; hit rate 0.063% among 410,000; note: potency is the fitted concentration of half-maximal effect; nearly all actives have a fitted effect of over 55% in size
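Growth rescue measured by 600 nm absorbance after 48 h yeast culture at 30 C with compound. Values normalized between DMSO and an equimolar ferric chloride plus clioquinol control.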
FUS suppressor: suppressors of FUS proteinopathy in yeast; S. cerevisiae FUS-expressing, growth rescue, OD600, 24 h; hit rate 0.24% among 390,000; Potency, µM (top dose mostly 76.6 µM), inactives show at the top dose growth rescue (activation), usual class: activators;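 note: potency is the fitted concentration of half-maximal effect; plate controls were DMSO vehicle for no effect and reference control for full effect; nearly all actives have a fitted effect of over 55% in size; some results filed as inactive show a strong effect at the top dose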
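Quantitative HTS measuring growth restoration of FUS-toxic yeast. Galactose-induced cells (OD 0.005) were exposed 24hr at 30C to compounds at several concentrations, then absorbance at 600 nm was recorded.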
Mm-Cpn inhibitor: inhibitors of Methanococcus maripaludis chaperonin (MmCpn); purified Mm-Cpn ATPase, ADP Transcreener TR-FRET; Potency, µM (top dose mostly 76.9 µM), without a hit: at the top dose activity, negative = inhibition, hits mostly inhibitors; hit rate 0.031% among 330,000; note: potency is the fitted concentration of half-maximal effect; % is set by controls: 0 for no effect and ±100 for the full control effect; nearly all actives have a fitted effect of over 80% in size
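25 nM Mm-CPN + cpd, 10 min 37°C; + 10 uM ATP, 30 min 37°C; buffer 30 mM Tris pH 7.4, 100 mM KCl, 5 mM MgCl2, 1 mM DTT; Transcreener ADP HTRF detection 30 min RT.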
* hit, by the source's call; i = inactive; ? = inconclusive; . = no result given; [ ] = remark or other dose. Unless noted, calls come from the whole dose curve; as a rule, active = well fitted curve in the direction sought with a large enough effect; inconclusive = small, poorly fitted or top-dose-only effect, or another doubt; inactive = no such curve, though single readings can be large; an effect the other way counts as inactive or inconclusive.

SMILES | aSyn yeast inh | TDP43 rescue | Akt phos inh | HEK293 tox | GLP-1R inv ag | PTHR1 ag | Abeta yeast res | FUS suppressor | Mm-Cpn inhibitor
O=c1c(Br)c(N2CCCC2)cnn1-c1ccccc1 | 2.4% | 13.5% | i | 0.2%[1.53 µM] | -5.2% | -35.4%[inhibitor] | 0.8% | 1.0% | -0.4%
Cc1ccccc1OCC(O)CN(Cc1ccccc1O)C1CCCCC1 (configuration not stated) | 4.7% | . | i | ? | 11.2µM* | i | 14.5% | 8.5% | 0.0%
CC1CCCC(NC(=O)CSc2nccn2C)C1C (configuration not stated) | 0.8% | -11.0% | i | 6.8% | 5.8% | -16.0%[57.5 µM] | 8.8% | -1.8% | 1.0%
Cc1ccccc1N1CC(=O)Nc2c(oc3nc(-c4ccccc4)cc(C)c23)C1=O | -3.1% | -1.0% | i | 4.4% | -23.2% | i | -0.6% | 17.5% | -2.5%
CN(C)/C=C/C(=O)c1ccc([N+](=O)[O-])c(CS(=O)(=O)c2ccc(Cl)cc2)c1 | -57.4%[inhibitor] | 26.9% | i | -20.4% | -19.2% | i | 17.2% | ? | -1.3%
CCC1CN(C(=O)N2CCC(C(=O)NCc3cccs3)CC2)c2ccccc2O1 (configuration not stated) | . | 5.1% | . | -6.0% | 8.7% | -19.0% | -1.5% | 15.7% | .
CC(C)N1CCN(c2ccc(S(=O)(=O)N3CCOCC3)cn2)CC1 | 1.3% | -21.8% | i | 1.4% | 16.6% | 5.4% | -2.6% | 22.4% | 1.8%
O=C(CCCSc1nc2ccccc2[nH]1)NCc1ccccc1 | 4.9% | 10.7% | i | -1.4% | 10.0% | i | 5.7% | . | -1.5%
COc1ccc2c(c1)C1OCCC1C(c1ccco1)N2 (configuration not stated) | -18.2% | -18.3% | i | -6.2% | ? | -64.5%[inhibitor] | -35.9%[inhibitor] | -21.4% | .
COc1ccccc1N1CCN(C(=O)c2cc(=O)c3ccc(C)cc3o2)CC1 | -8.0% | ? | i | -14.3% | -23.9% | -17.1% | -12.3% | -8.0% | -0.6%
CCOc1ccccc1C(=O)NCC(=O)NCC(c1ccco1)N1CCCCC1 (configuration not stated) | 0.3% | -23.8% | i | -13.0% | 4.6% | -5.4% | -3.0% | 3.0% | -0.7%
CCOc1ccc(C2=CSC3=NCCN23)cc1Cl | 2.4% | 13.3% | i | -25.7% | -22.9% | -1.5% | 5.1% | 25.6% | -2.5%
CC(=O)c1c(C)[nH]c(C(=O)Nc2ccc(C)c(S(=O)(=O)Nc3ccc(C)cc3C)c2)c1C | -2.4% | -10.7% | i | ? | 2.51µM* | -35.0%[inhibitor] | -1.5% | ? | -9.2%
CC(NC(=O)c1cc(-c2ccncc2)nc2ccc(Cl)cc12)C1CCCO1 (configuration not stated) | -5.3% | 20.5% | i | 7.7% | 18.9% | i | 11.1% | 25.3% | -4.9%
Cc1ccc(NC(=O)COC(=O)C2=COCCO2)c([N+](=O)[O-])c1 | -3.1% | -31.6%[inhibitor] | i | 10.9% | -10.5% | 10.6% | -24.6% | 11.7% | -0.6%
NC(=O)COC(=O)c1ccc(-c2ccccc2)cc1 | 3.4% | ? | i | -1.1% | 19.2% | -11.1% | 3.8% | -2.1% | -3.6%
COc1ccc(Br)cc1/C=N/N1C(=O)CSC1=S | 11.6% | 14.4% | i | -4.1% | 0.0% | i | ? | 6.4% | -1.1%
COC(=O)c1cccc(Nc2c(-c3ccc(OC)cc3)nc3nc[nH]n23)c1 | . | -0.6% | . | 3.8% | 62.3%[activator] | -7.2% | -5.6% | 20.0% | .
CC(=O)Nc1cccc(CP(=O)(c2ccccc2)c2ccccc2)c1 | -7.6% | 7.4% | i | -2.1% | -8.2% | -7.9% | -1.6% | -3.9% | -0.3%
CC(NC(=O)CSc1n[nH]c(-c2ccccc2Cl)n1)c1nc2ccccc2n1C (configuration not stated) | . | 7.5% | . | -1.7% | 1.2% | ? | -3.3% | -11.6% | .
COC(=O)c1c(N)nc(C)n1-c1ccc(OC)cc1 | -2.0% | -6.5% | i | 4.3% | 6.6% | i | 5.2% | -4.7% | 0.9%
Cc1cccc(Oc2ncnc3oc(-c4ccccc4)cc23)c1C | 6.3% | 0.0% | i | 3.0% | -4.5% | -21.8% | 3.2% | 9.9% | 1.5%
O=C(CC1SC(=O)N(Cc2ccc(Cl)cc2)C1=O)Nc1nccs1 (configuration not stated) | 5.1% | 23.7% | i | 13.4% | -2.0% | -6.4% | -6.4% | -8.0% | 1.0%
O=C(NCc1cn(-c2ccccc2)nc1-c1ccccc1)c1cc([N+](=O)[O-])cc([N+](=O)[O-])c1 | -3.0% | -7.7% | i | 14.5% | 15.6% | i | 8.8% | 9.4% | 0.7%
CC(C)CCN1CCN(Cc2ccc(C(F)(F)F)cc2)CC1CCO (configuration not stated) | 3.7% | 8.8% | i | 1.4% | ? | i | 3.3% | 16.9% | 0.7%
COc1ccc(C=NNc2ccc([N+](=O)[O-])cc2S(=O)(=O)Nc2ccccc2C(=O)O)cc1OC | -2.9% | 14.9% | i | 6.0% | -22.7% | -30.0%[inhibitor] | 18.4% | 25.0% | -1.4%
CC(=O)Nc1ccc(NC(=O)C(NS(=O)(=O)c2cccc3nsnc23)C(C)C)cc1 (configuration not stated) | -5.6% | -16.1% | i | 5.0% | 2.7% | i | 4.4% | 5.5% | 1.6%
O=C(NC1CC1)c1ccc(NC(=O)C2CCC2)cc1 | 1.0% | -10.2% | i | 0.8% | 4.7% | -0.7% | -16.2% | -15.8% | .
CCOc1ccc2nc(NCCNC(=O)CC)c(C#N)cc2c1 | ? | 13.6% | i | . | 0.7% | -13.8%[57.5 µM] | 9.2% | 7.4% | -0.3%
COc1ccc(OC)c(/C=N\NC(=O)c2c(C)nc3cc(C)ccn23)c1 | -0.4% | -16.7% | i | 5.9% | 36.3%[activator] | -17.1% | 4.6% | -4.2% | -1.5%
Cc1ccc(N2C(=O)NC(NS(=O)(=O)c3ccc(Cl)cc3)(C(F)(F)F)C2=O)cc1C (configuration not stated) | . | -6.9% | . | 0.8% | -19.1% | -24.2% | -18.0% | 32.4% | .
O=C(COC(=O)/C=C/c1ccccc1)NNC(=O)c1ccc([N+](=O)[O-])cc1 | -0.7% | 21.1% | i | 1.0% | 4.1% | i | 0.3% | -10.7% | 2.5%
O=C1COc2ccc(S(=O)(=O)N3CCCC3)cc2N1 | -4.9% | -19.6% | i | -18.1% | 13.1% | -1.4% | 4.2% | 9.7% | 0.0%
O=C(O)CC(C(=O)O)n1nc(-c2ccccc2)cc1-c1ccccc1 (configuration not stated) | -4.1% | -5.9% | i | 6.2% | 0.0% | i | -3.1% | 9.0% | 1.8%
O=C(NCCc1nc2ccccc2[nH]1)c1ccc([N+](=O)[O-])cc1 | 3.8% | -5.4% | i | 19.4% | 20.9% | -19.3% | -0.7% | -0.7% | 0.0%
Cc1c(C(=O)OCC(=O)N2c3ccccc3CC2C)oc2ccccc12 (configuration not stated) | -7.3% | -0.9% | i | 8.9% | -23.6% | -28.6% | 15.9% | -20.2% | 0.8%
Cc1cc2cc(CN(Cc3ccc4c(c3)OCO4)C(=O)c3ccco3)c(=O)[nH]c2cc1C | 3.0% | 5.8% | i | -23.2% | -22.2% | i | -0.9% | ? | -0.2%
Cc1cc(C)c(C#N)c(SC(C(=O)NC(C)(C)C)c2ccccc2)n1 (configuration not stated) | -9.2% | 15.2% | i | 3.1% | 3.1% | -8.7% | 9.5% | 10.6% | 0.9%
O=C(CSc1nc2ccccc2nc1Cc1ccc(Cl)cc1)NCCc1ccccc1 | . | 2.8% | . | 21.6% | 6.2% | 1.4% | -4.7% | -10.0% | .
O=C(CCCn1c(=O)[nH]c2ccccc2c1=O)NCCSCc1ccccc1 | -0.5% | -6.1% | i | -1.2% | -7.8% | -27.8% | -9.5% | 1.4% | -0.3%
Cc1sc2ncnc(N3CCC(C(=O)Nc4nnc(SCc5ccccc5F)s4)CC3)c2c1C | -0.3% | 20.7% | i | -4.0% | 6.6% | i | 6.2% | 9.0% | -6.0%
O=C(NNC(=S)NC(=O)c1ccccc1[N+](=O)[O-])c1ccccc1O | -0.2% | -21.3% | i | -16.1% | ? | -11.3% | -29.1% | 34.2% | -1.0%
CCc1nc2c(OCC(=O)c3ccc(Cl)cc3Cl)cccn2c1N(C=O)Cc1ccccc1 | 9.0% | 8.2% | . | -9.8% | ? | -28.3% | -12.7% | 42.3% | .

Complete entries from above:
`O=C(NCCc1nc2ccccc2[nH]1)c1ccc([N+](=O)[O-])cc1` is entered as aSyn yeast inh: 3.8%; TDP43 rescue: -5.4%; Akt phos inh: i; HEK293 tox: 19.4%; GLP-1R inv ag: 20.9%; PTHR1 ag: -19.3%; Abeta yeast res: -0.7%; FUS suppressor: -0.7%; Mm-Cpn inhibitor: 0.0%
`CC(C)CCN1CCN(Cc2ccc(C(F)(F)F)cc2)CC1CCO` (configuration not stated) is entered as aSyn yeast inh: 3.7%; TDP43 rescue: 8.8%; Akt phos inh: i; HEK293 tox: 1.4%; GLP-1R inv ag: ?; PTHR1 ag: i; Abeta yeast res: 3.3%; FUS suppressor: 16.9%; Mm-Cpn inhibitor: 0.7%

Not all compounds are listed (hit frequency here may not be typical).
